MBNL1-CUG inh – blocks human MBNL1 binding to CUG repeat RNA; Q9NR56; AID 2675; Potency, µM (doses to about 57.5 µM), without a hit: at the highest dose activity change, negative = inhibition, actives largely listed as inhibitors; 0.036% of 280,000 active; TR-FRET MBNL1-His/biotin-(CUG)12 binding, 665/545 ratio; active means well fitted inhibition curve with a large enough effect in the signal ratio, with a control signal flat, not every such curve was filed as active; inconclusive means small, poorly fitted or top-dose-only effect, or effect the other way, or a change in a side signal; inactive means no such curve, though single readings can be large or run the other way; the % refers to the signal ratio; further: on the % scale 0 is the no-effect control and ±100 the full control effect
Target sequence (Q9NR56 whole entry, looked up): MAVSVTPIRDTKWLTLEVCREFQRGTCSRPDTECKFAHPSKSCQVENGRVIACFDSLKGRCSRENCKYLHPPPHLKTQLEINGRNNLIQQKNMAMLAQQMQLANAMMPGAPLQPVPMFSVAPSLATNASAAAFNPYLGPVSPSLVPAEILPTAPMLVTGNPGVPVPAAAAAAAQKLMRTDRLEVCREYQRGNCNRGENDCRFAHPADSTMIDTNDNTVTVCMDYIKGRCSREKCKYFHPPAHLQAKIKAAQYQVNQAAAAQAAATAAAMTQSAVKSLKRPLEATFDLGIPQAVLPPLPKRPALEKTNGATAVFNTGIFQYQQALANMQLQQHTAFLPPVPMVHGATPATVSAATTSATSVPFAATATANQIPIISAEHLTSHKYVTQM
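His-tagged MBNL1 binding to biotinylated (CUG)12 RNA was measured by TR-FRET using terbium anti-His antibody (0.055 ng/ul final) and streptavidin-XL665 (5 nM final). Compounds were titrated 92 nM to 58 uM; 60 min at room temperature.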
NPC1 promoter act – NPC1 promoter activation; Potency, µM (series often up to 9.22 µM), without a hit: at the top dose activation, usual class: activators; 2.4% of 320,000 active; AID 485313; Huh7 NPC1 promoter luciferase reporter, 24 h;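 further: % of control where 0% means no effect; nearly all actives have a fitted effect of over 60% in size; reporter is driven by a mutant NPC1 promoter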
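Readout is luciferase luminescence, reflecting NPC1 promoter activation in stably transfected Huh7 cells after 24 h compound exposure at 37 °C in reduced-serum medium with 10% FBS.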
Rab9 promoter act – activates the Rab9 promoter; 2.8% of 320,000 active; Huh7 Rab9 promoter-luciferase reporter, luminescence, 24 h; Potency, µM (series often up to 9.22 µM), for inactives: at the highest dose activation, negative = inhibition, hits mostly activators; further: % of control where 0% means no effect; nearly all actives have a fitted effect of over 60% in size
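Steps: seed 1500 Huh7 Rab9-luc cells per well, rest 2 h at 37 °C; add compound in DMSO; incubate 24 h; add luciferase reagent, 10 min ambient; read luminescence.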
ELG1 genotoxic – genotoxicity induction in ELG1-luciferase HEK293T cells | Potency, µM (doses to about 46 µM), for inactives: at the highest dose activity change, positive = activation, most hits filed as activators | 1.3% of 330,000 active | HEK293T ELG1-luciferase reporter, luminescence, 16 h; further: % of control where 0% means no effect; nearly all actives have a fitted effect of over 60% in size
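Step 1: seed 2,000 HEK293T ELG1-luciferase cells per well. Step 2: add compound or DMSO, incubate 16 hr at 37 °C. Step 3: ONE-Glo, 30 min at room temperature, read luminescence.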
RORg inh – inhibitors of mouse ROR gamma transcriptional activity. Drosophila S2 Gal4-RORgamma UAS-luciferase reporter, 20 h. Potency, µM (series often up to 53.6 µM), inactives show at the highest dose activity change, negative = inhibition, hits mostly inhibitors. 5.4% of 310,000 active. P51450; further: on the % scale 0 is the no-effect control and ±100 the full control effect; nearly all actives have a fitted effect of over 60% in size
Target sequence (P51450 whole entry, looked up, the tested form may be a part): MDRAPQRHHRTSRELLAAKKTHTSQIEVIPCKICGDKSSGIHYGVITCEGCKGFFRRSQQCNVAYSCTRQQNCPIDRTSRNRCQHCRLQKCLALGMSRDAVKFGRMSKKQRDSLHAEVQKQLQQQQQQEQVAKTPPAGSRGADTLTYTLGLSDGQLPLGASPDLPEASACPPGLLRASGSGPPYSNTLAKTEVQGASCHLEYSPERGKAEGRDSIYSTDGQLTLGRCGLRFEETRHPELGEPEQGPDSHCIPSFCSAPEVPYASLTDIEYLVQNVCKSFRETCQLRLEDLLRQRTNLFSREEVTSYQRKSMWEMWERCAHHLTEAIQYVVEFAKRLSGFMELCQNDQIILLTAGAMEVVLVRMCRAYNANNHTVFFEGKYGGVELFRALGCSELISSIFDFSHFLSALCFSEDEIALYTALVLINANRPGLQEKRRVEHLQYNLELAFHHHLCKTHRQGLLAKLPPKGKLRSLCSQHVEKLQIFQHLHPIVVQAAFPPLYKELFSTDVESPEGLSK
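A Gal4/UAS one-hybrid system in insect cells: metallothionein-promoter Gal4–ROR gamma fusion plus Photinus luciferase reporter. Copper sulfate 700 uM final, 20 hr ambient incubation, luminescent detection after 10 min with reagent.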
p53 reactivator – re-activators of mutant p53 | H1299 p53-A138V BP100-luciferase reporter, luminescence, 24 h | Potency, µM (titrated, usually from 92.2 µM), for inactives: at the highest dose activity change, positive = activation, usual class: activators | 0.063% of 320,000 active | AID 504706; further: % of control where 0% means no effect; nearly all actives have a fitted effect of over 45% in size
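p53-null H1299 cells stably carrying temperature-sensitive p53-A138V and a BP100-luciferase reporter were pinned with compounds (4-point, 1:5 series) and held 24 hrs at 37 deg C. Luminescence was read 10 min after detection reagent.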
VP16 counter – counter-screen for ROR gamma inhibitors: Gal4-VP16 reporter. Drosophila S2 Gal4-VP16 UAS-luciferase, luminescence, 20 h. Potency, µM (highest dose often 53.6 µM), for inactives: top-dose activity, negative = inhibition, actives largely listed as inhibitors. 3.5% of 310,000 active. AID 2546;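 further: Gal4-VP16 expression switched on by copper sulfate through the metallothionein promoter; on the % scale 0 is the no-effect control and ±100 the full control effect; nearly all actives have a fitted effect of over 50% in size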
uPA generation – inhibitors of cell surface uPA generation; cell surface uPA generation assay, qHTS; Potency, µM (doses to about 38.3 µM), inactives show at the highest dose activity change, negative = inhibition, actives largely listed as inhibitors; 0.31% of 330,000 active; active means well fitted inhibition curve with a large enough effect; inconclusive means small, poorly fitted or top-dose-only effect; inactive means no such curve, though single readings can be large or run the other way; tested in mouse RAW 264.7 cells; further: on the % scale 0 is the no-effect control and ±100 the full control effect; nearly all actives have a fitted effect of over 55% in size
BRCA1 expr act – increases BRCA1 expression. MCF7-BRCA1-FFLuc reporter, luminescence, 48 h; response scale: scaled: vehicle 0%, 10 µM genistein 100%. Potency, µM (titrated, usually from 46.1 µM), without a hit: at the highest dose activation, actives largely listed as activators. 1.1% of 380,000 active. AID 624202; further: nearly all actives have a fitted effect of over 80% in size; some results filed as inactive show a strong effect at the top dose
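Compounds are tested at multiple concentrations on MCF7 BRCA1-luciferase reporter cells seeded at 2000 per well; after 48 h, a single luminescence end-point is taken and curves fitted to the normalized data.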
FLuc counter – inhibits or activates purified firefly luciferase, miR-21 counter-screen; purified FLuc, Km substrates, luminescence inhibition; Potency, µM (top dose mostly 57.5 µM), for inactives: at the highest dose activity change, negative = inhibition, most hits filed as inhibitors; 6.9% of 360,000 active;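 further: plate controls were vehicle for no effect and reference inhibitor for full effect; nearly all actives have a fitted effect of over 55% in size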
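Purified P. pyralis luciferase (10nM final) with 10uM D-luciferin and 10uM ATP (Km levels) in 50mM Tris acetate pH 7.5, 10mM Mg acetate, 0.01% Tween-20, 0.05% BSA; qHTS 6-point titration, ~60 µM downward; luminescence read.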
CXXC DNA block – MLL CXXC-DNA interaction inhibition | Q03164 | MLL-CXXC / FITC-HOXA9 DNA fluorescence polarization | Potency, µM (titrated, usually from 115 µM), for inactives: at the highest dose activity change, negative = inhibition, hits mostly inhibitors | 0.037% of 290,000 active | AID 2662; active means well fitted inhibition curve with a large enough effect in the polarisation, with a control signal flat, not every such curve was filed as active; inconclusive means small, poorly fitted or top-dose-only effect, or effect the other way, or a change in a side signal; inactive means no such curve, though single readings can be large or run the other way; the % refers to the polarisation
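Steps: dispense CXXC domain solution (7 uM) → pin compounds or unlabeled HOX-A9 DNA control → 5 min ambient → add FLSN-HOX-A9 solution (50 nM) → spin → 30 min ambient → fluorescence polarization. Tris pH 7.5/NaCl/DTT/BSA buffer.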
* hit, by the source's call; & = joins results of further samples; [ ] = dose if it differs, or a comment. Unless noted, the call rests on the fitted dose curve; in most records, active means well fitted curve in the direction sought with a large enough effect; inconclusive means small, poorly fitted or top-dose-only effect, or another doubt; inactive means no such curve, though single readings can be large; an effect the other way counts as inactive or inconclusive. Potency means the concentration at half of the fitted maximal effect.

Screening CN1CC2(C)OC(=O)C(Cl)=C2CC1c1ccccc1 (configuration not stated) returned MBNL1-CUG inh -10.5%, NPC1 promoter act -2.1%, Rab9 promoter act -0.9%, ELG1 genotoxic -0.2%, RORg inh 23.9%, p53 reactivator 5.6%, VP16 counter -3.8%, uPA generation 1.6%, BRCA1 expr act -15.7%, FLuc counter 4.8% and CXXC DNA block -3.0%.
Screening COc1ccc(-n2nc(C(=O)NCC(=O)NCc3ccco3)c3ccccc3c2=O)cc1 returned MBNL1-CUG inh inconclusive, NPC1 promoter act 0.1%, Rab9 promoter act -9.1%, ELG1 genotoxic -0.9%, RORg inh 16.6%, p53 reactivator -4.5%, VP16 counter -4.7%, uPA generation -0.2%, BRCA1 expr act -0.4%, FLuc counter -0.1% and CXXC DNA block -1.1%.
`CCCN(CCC)C(=O)c1c(C)[nH]c(C(=O)OCC)c1C` gave MBNL1-CUG inh -0.8%, NPC1 promoter act 0.1%, Rab9 promoter act -2.8%, ELG1 genotoxic -2.3%, RORg inh -18.1%, p53 reactivator 1.1%, VP16 counter -21.4%, FLuc counter -4.5% and CXXC DNA block 0.8%.
Screening O=C(c1ccc(Br)o1)N1CCN=C1SCc1cccnc1 returned MBNL1-CUG inh 28.0%, NPC1 promoter act -2.1%, Rab9 promoter act -3.9%, ELG1 genotoxic -1.6%, RORg inh 5.2%, p53 reactivator 5.7%, VP16 counter 8.0%, uPA generation -9.2%, BRCA1 expr act -5.1%, FLuc counter -2.2% and CXXC DNA block 26.3%.
Screening CC1=CC2=NC(=O)/C(=C/c3cccs3)C(=N)N2O1 returned MBNL1-CUG inh inconclusive, NPC1 promoter act -5.1%, Rab9 promoter act -2.3%, ELG1 genotoxic -1.6%, RORg inh 6.5%, p53 reactivator 0.2%, VP16 counter 1.9%, uPA generation -0.2%, BRCA1 expr act 2.2%, FLuc counter -14.3% and CXXC DNA block -4.7%.
`CC1CCC2(CC1)SCC(=O)N2c1ccccc1` (configuration not stated) gave MBNL1-CUG inh 0.4%, NPC1 promoter act 0.4%, Rab9 promoter act -3.9%, ELG1 genotoxic -0.2%, RORg inh 26.7%, p53 reactivator -4.8%, VP16 counter -1.1%, uPA generation 5.8%, BRCA1 expr act -2.6%, FLuc counter 4.1% and CXXC DNA block -6.0%.
For O=C(Cc1ccc(-n2c(=O)[nH]c3ccccc3c2=O)cc1)N1CCN(c2cccc(Cl)c2)CC1 the results were MBNL1-CUG inh 2.2%, NPC1 promoter act -3.4%, Rab9 promoter act -6.6%, ELG1 genotoxic -13.1%, RORg inh 17.6%, p53 reactivator -1.8%, VP16 counter -9.9%, uPA generation 2.9%, BRCA1 expr act -0.3%, FLuc counter -0.7% and CXXC DNA block 4.1%.
`NS(=O)(=O)c1ccc(-n2nc(C(=O)O)cc2-c2ccc(Cl)cc2)cc1` gave MBNL1-CUG inh -2.1%, NPC1 promoter act -9.0%, Rab9 promoter act -4.4%, ELG1 genotoxic 1.2%, RORg inh -7.5%, p53 reactivator -0.1%, VP16 counter -1.4%, uPA generation 6.0%, BRCA1 expr act -18.8%, FLuc counter -17.8% and CXXC DNA block -3.6%.
Screening CSCCc1nc(SCC(=O)Nc2nnc(C)s2)[nH]c1C returned MBNL1-CUG inh -1.9%, RORg inh -42.5%, VP16 counter -1.3%, uPA generation 1.7%, BRCA1 expr act -6.2%, FLuc counter 1.6% and CXXC DNA block -2.4%.
CNC(=O)COC(=O)CCC(=O)c1cccs1 was read as MBNL1-CUG inh -2.7%, NPC1 promoter act -0.8%, Rab9 promoter act 0.2%, ELG1 genotoxic 1.8%, RORg inh 2.1%, p53 reactivator 3.3%, VP16 counter -2.9%, uPA generation -9.5%, BRCA1 expr act -3.7%, FLuc counter -1.3% and CXXC DNA block -7.3%.
Cc1ccc(C2c3c(oc4ccccc4c3=O)C(=O)N2c2nnc(C(C)C)s2)o1 (configuration not stated) was read as MBNL1-CUG inh inconclusive, NPC1 promoter act -0.3%, Rab9 promoter act -0.2%, ELG1 genotoxic 7.9%, RORg inh -44.0%, p53 reactivator 1.2%, VP16 counter inconclusive, uPA generation 1.7%, BRCA1 expr act 0.0%, FLuc counter 0.1% and CXXC DNA block 2.2%.
Screening COCCOC(=O)c1c(C)n(C)c2ccc(OC(=O)c3ccco3)cc12 returned MBNL1-CUG inh 0.5%, NPC1 promoter act -2.4%, Rab9 promoter act -2.4%, ELG1 genotoxic 1.1%, RORg inh 8.1%, p53 reactivator -2.9%, VP16 counter 11.2%, uPA generation 12.7%, BRCA1 expr act -18.7%, FLuc counter -1.2% and CXXC DNA block 64.7%[activator].
Screening COc1ccc(CCNC(=O)c2cccc(NC3=NC4CS(=O)(=O)CC4S3)c2)c(OC)c1 (configuration not stated) returned MBNL1-CUG inh -17.2%, NPC1 promoter act -1.3%, Rab9 promoter act 1.8%, ELG1 genotoxic 1.8%, RORg inh -0.1%, VP16 counter 2.7%, uPA generation -24.7%, BRCA1 expr act 1.1% and FLuc counter inconclusive.
CCCOc1ccc(OCCOCCN2CCc3ccccc3C2)cc1 was read as MBNL1-CUG inh -4.2%, NPC1 promoter act -2.6%, Rab9 promoter act 4.1%, ELG1 genotoxic -9.4%, RORg inh 25.3%, p53 reactivator 5.1%, VP16 counter 0.1%, uPA generation 0.3%, BRCA1 expr act -1.9%, FLuc counter -6.4% and CXXC DNA block 3.6%.
`Cc1cc2nc(C3CCN(Cc4nnnn4Cc4ccccc4)CC3)[nH]c2cc1C` gave MBNL1-CUG inh -1.2%, NPC1 promoter act -0.1%, Rab9 promoter act -2.7%, ELG1 genotoxic -1.3%, RORg inh 21.8%, p53 reactivator -4.4%, VP16 counter -4.0%, uPA generation -26.6%, BRCA1 expr act -36.2%, FLuc counter inconclusive and CXXC DNA block 2.8%.
For CC(=O)Nc1ccc(S(=O)(=O)Nc2ccc(Cl)nn2)cc1 the results were MBNL1-CUG inh -0.3%, NPC1 promoter act -0.8%, Rab9 promoter act -1.1%, ELG1 genotoxic 1.2%, RORg inh -3.5%, p53 reactivator -6.5%, VP16 counter inconclusive, uPA generation -0.9%, BRCA1 expr act -0.4%, FLuc counter -0.6% and CXXC DNA block 2.0%.
`O=C(c1cnc2n(c1=O)CCS2)N(c1ccccc1)C1CCCCC1` gave MBNL1-CUG inh -3.5%, NPC1 promoter act 0.7%, Rab9 promoter act -2.7%, ELG1 genotoxic -7.9%, RORg inh 16.6%, p53 reactivator 4.0%, VP16 counter inconclusive, uPA generation -5.6%, BRCA1 expr act 24.7%, FLuc counter -1.4% and CXXC DNA block -15.2%.
For COc1ccc(Cl)cc1NS(=O)(=O)c1c(C)[nH]c(=O)[nH]c1=O the results were MBNL1-CUG inh 0.6%, NPC1 promoter act 1.3%, Rab9 promoter act -1.3%, ELG1 genotoxic -1.2%, RORg inh 3.4%, p53 reactivator 3.8%, VP16 counter -5.8%, uPA generation 3.7%, BRCA1 expr act -11.5%, FLuc counter -0.7%&0.2% and CXXC DNA block 12.4%.
CCn1c(SCC(=O)Nc2ccc(C)cc2)nc2nc3c(cc2c1=O)COC(C)(C)C3 was read as NPC1 promoter act -1.4%, Rab9 promoter act 2.1%, ELG1 genotoxic -2.3%, RORg inh -10.5%, p53 reactivator 2.2%, VP16 counter -1.8%, uPA generation -1.7%, BRCA1 expr act 2.6%, FLuc counter -1.0% and CXXC DNA block 0.6%.
`COc1ccc(CNc2nc(-c3ccccc3)nc3ccccc23)cc1OC` gave MBNL1-CUG inh -9.6%, NPC1 promoter act 0.9%, Rab9 promoter act -0.7%, ELG1 genotoxic -8.7%, RORg inh -5.8%, p53 reactivator 2.9%, VP16 counter -16.4%, uPA generation 2.8%, BRCA1 expr act -67.0%, FLuc counter -14.9% and CXXC DNA block -4.2%.
For CCCCC1CCC(C(=O)NCc2ccc3c(c2)OCO3)CC1 (configuration not stated) the results were MBNL1-CUG inh -5.9%, NPC1 promoter act -4.6%, Rab9 promoter act 1.9%, ELG1 genotoxic 3.7%, RORg inh 9.8%, p53 reactivator -0.9%, VP16 counter -2.5%, BRCA1 expr act 4.7%, FLuc counter 2.4% and CXXC DNA block 39.7%[activator].
For C#CC[N+]1(CC#Cc2cccc3ccccc23)CCOCC1 the results were MBNL1-CUG inh 11.2%, NPC1 promoter act -4.1%, Rab9 promoter act -2.1%, ELG1 genotoxic -5.1%, RORg inh -15.8%, p53 reactivator 3.7%, VP16 counter 2.2%, uPA generation 5.3%, BRCA1 expr act 0.0%, FLuc counter 0.5% and CXXC DNA block -2.9%.
`COC(=O)c1c(C(=O)NCc2ccccc2)ncn1CC(O)COc1ccccc1` (configuration not stated) gave MBNL1-CUG inh -10.9%, NPC1 promoter act -3.0%, Rab9 promoter act 3.9%, ELG1 genotoxic -6.8%, RORg inh 19.6%, p53 reactivator -3.4%, VP16 counter 12.3%, uPA generation -0.4%, BRCA1 expr act 15.0%, FLuc counter 10.7% and CXXC DNA block 13.5%.

Some of the compounds tested; count on the stated rates, not on these rows.
